# TTR transcr act: increases transthyretin transcription. activation, % at 16.7 µM. AID 1117267. hit rate 1.3% among 92,000. SH-SY5Y TTR promoter Gaussia luciferase, luminescence; 100% = recombinant luciferase protein wells;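 active = activation above the mean of all tested compounds plus 3 SD, cut at about 9.5% in these data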;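 note: cells exposed to compounds for one day before reading; 0% = median of all test compound wells on the plate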
# Starred values were filed as active, the others as inactive. Some of the compounds tested. The share of hits here may be higher or lower than overall.
SMILES,TTR transcr act
Cc1c(C(=O)NCc2ccccc2CN2CCCC2)oc2ccc(F)cc12,-0.1
O=C(Cc1cccc(NC(=O)C2CCN(C(=O)C3CCCC3)CC2)c1)Nc1cccc(C(=O)N2CCOCC2)c1,0.5
O=C(NCc1ccco1)C1CC(c2ccccc2O)=NO1 (stereo not drawn),1.6
CC(C)=CCOc1c2ccoc2c(OCC=C(C)C)c2oc(=O)ccc12,1.0
CSc1cccc(-n2c(C)cc(C(N)=O)c2C)c1,-0.5
Cc1ccccc1NC(=O)c1c(C)[nH]c(=S)c(C#N)c1-c1ccc(Cl)cc1,-0.1
Cc1c(-c2ccccc2)[n+](=O)c(-c2ccc(Br)cc2)c(C)n1[O-],0.5
O=C(O)C1CCC(=O)N1Cc1ccccc1Cl (stereo not drawn),3.3
CC(C)CCNC(=O)NC(=O)COc1ccccc1C#N,0.6
CCC(=O)Nc1ccc2oc(-c3cccnc3)nc2c1,0.1
CC1CCCN(c2nc3c(c(=O)[nH]c(=O)n3C)n2Cc2ccccc2Cl)C1 (stereo not drawn),-2.3
Cc1ccc(NC(=O)c2ccc3ccccc3n2)cc1S(=O)(=O)N(C)C,3.8
O=C(c1ccc(OC2CCN(Cc3cccc(F)c3)CC2)cc1)N1CCCCC1,-1.5
CCC(=O)Nc1nc(C)c(C(=O)N2CCCCC2)s1,0.6
Cc1ccc(NC(=O)CN2CCN(CCN=CC3=C(O)CC(C)(C)CC3=O)CC2)cc1,-1.6
Cc1cc(NC(=O)CC(C)(C)C)nc2c1c(=O)oc1ccccc12,4.3
Cc1ccc(CN2C(=O)CCC2C(=O)NCc2ccccc2Cl)cc1 (stereo not drawn),-0.2
Cc1onc(-c2c(Cl)cccc2Cl)c1C(=O)N=C(N)N1CC(C)OC(C)C1 (stereo not drawn),6.6
COc1ccc(CC(=O)Nc2c3c(nn2-c2cccc(Cl)c2)CS(=O)(=O)C3)cc1,0.2
Cc1cc(C(=O)Nc2ccc(S(=O)(=O)N3CCOCC3)cc2)c(C)o1,-1.4
CCOc1ccc(C(=O)CCC(=O)NNC(=O)c2ccccc2O)cc1,-1.1
COc1cc(CC(=O)N2c3ccccc3N=C(c3ccccc3)C2C(=O)NCc2ccccc2)cc(OC)c1 (stereo not drawn),-0.7
Nc1ccccc1SCC(=O)Nc1cccc2ccccc12,-1.0
COc1ccccc1NC(=O)CC(c1ccc(F)cc1)c1ccco1 (stereo not drawn),-2.6
COC(=O)c1nccnc1N,7.0
COc1ccc(-n2nnnc2SC(C)C(N)=O)cc1 (stereo not drawn),2.5
O=C(N/N=C1\CCc2ccccc21)c1ccncc1,-1.2
Cc1noc(C(=O)NCc2ccco2)c1Cl,7.1
CN1OC[C@@H]2CN(S(=O)(=O)c3cccc(C(F)(F)F)c3)[C@H](c3ccc(N4CCCCC4)cc3)C[C@@H]21,8.9
COc1ccc(CNc2oc(COc3ccc(Cl)cc3)nc2C#N)cc1,3.9
O=C(C[n+]1cc(-c2ccccc2)n2c1CCC2)c1cccs1,0.0
Cc1cc(C)cc(OCC(=O)NCc2cc(C)nc3ccccc23)c1,-1.4
CCc1ccccc1NC(=O)CSc1nnc(CNC(=O)c2ccco2)n1C,0.1
CC(=O)c1cccc(NC(=O)[C@@H](NC(N)=O)C(C)C)c1,-1.5
CC(C)(C)S(=O)N1Cc2cc(CO)cc(CCO)c2[C@H]1CCO (stereo partly drawn),0.9
CCOC(=O)c1sc2ncnc(N3CCN(C)CC3)c2c1C,0.0
COc1cc(OC)c2cc(C(=O)N/N=C/c3cccc(OC)c3O)[nH]c2c1,-0.7
O=C(Cc1cccc2ccccc12)NCCOc1ccccc1F,0.9
CCn1c(SCC(=O)N2CCCC(C)C2)nnc1-c1ccco1 (stereo not drawn),3.1
O=C(CNCC(=O)Nc1ccc(F)c(F)c1F)Nc1ccc(F)c(F)c1F,4.8
O=C(CN1CCCN(Cc2ccc(F)cc2Cl)C1=O)NC1CCCC1,1.0
Cn1cc(CN2CCC(C(=O)N3CCCC3)CC2)c(-c2ccccc2F)n1,1.7
O=C1c2ccccc2C(=O)N1CCCCc1cn(C[C@H]2CC[C@@H]([C@@H]3CC[C@H](Cn4cc(CCCCN5C(=O)c6ccccc6C5=O)nn4)O3)O2)nn1,-4.0
CCN1CCN(c2nc(Nc3cc(OC)ccc3OC)nc(Nc3cc(OC)ccc3OC)n2)CC1,-0.9
CCN(CC)CCCC(C)Nc1nccc2c(Cl)cccc12 (stereo not drawn),0.7
C/C(NC1CCCC1)=C(/C#N)C(N)=O,0.4
CCOc1ccc2nc(NC(=O)CCn3cccc3)sc2c1,-1.7
COc1ccccc1N1CCN(C(=O)c2c(-c3c(Cl)cccc3Cl)noc2C)CC1,-4.7
Cn1nnnc1SCc1ccc([N+](=O)[O-])cc1,-0.2
CCCC[C@H]1COCCS(=O)(=O)N1Cc1ccccc1F,0.1
COc1cccc(NC(=O)C(OC(=O)c2cnc(C)cn2)c2ccccc2)c1 (stereo not drawn),3.8
CCS(=O)(=O)N1CCN(S(=O)(=O)c2ccc3ccccc3c2)CC1,-0.2
Cc1noc(C)c1-c1ccc(C(=O)N2CCN(C)CC2)c2occc12,-0.7
COc1ccc(CNC(=O)c2ccc3ccccc3n2)cc1,2.0
CCC(C)Sc1nnc(NS(=O)(=O)Cc2ccccc2)s1 (stereo not drawn),1.1
COc1ccc2[nH]c3c(c2c1)CCN1C(=O)C(CC(=O)NC(C)(C)C)C[C@H](C(=O)N(C(C)C)C(C)C)[C@@]31C (stereo partly drawn),-0.3
c1ccc(Cn2c(-c3ccccc3)c[n+]3c2SCCC3)cc1,1.4
CCCc1ccc(OCCNC(C)=O)cc1,0.1
CN1N=C(c2ccc(F)c(F)c2)CSC1=NCc1ccccc1,1.9
COc1ccc2nc(N)sc2c1,5.3
# Further compounds follow.
SMILES,TTR transcr act
COCCNc1oc(/C=C/c2ccccc2OC)nc1S(=O)(=O)c1ccccc1,-1.4
CC(=NC1CC1)C1=C(O)c2ccccc2C1=O,-0.9
O=S(=O)(O)c1cccc(N=Nc2c(O)ccc3ccccc23)c1,-1.2
COc1ccc2oc(C(=O)OCC(=O)N3CC(C)OC(C)C3)c(C)c2c1 (stereo not drawn),1.6
CCOC(=O)c1c(-c2ccc(C)o2)csc1N,-1.0
CC(=O)OC(Cn1nc(C)cc1C)c1ccccc1 (stereo not drawn),10*
CNCCCNC(=O)c1ccc(/C=N/O)nc1,-1.4
CC(=O)N1c2ccc(S(=O)(=O)NCCC(=O)N3CCCC(C)C3)cc2CC1C (stereo not drawn),0.1
CCN(CC)C(=O)N(CC)Cc1ccccc1,1.7
Cc1cc(C(=O)N2CCCC(N3CCN(c4ccc(F)cc4)CC3)C2)no1 (stereo not drawn),0.6
CCOc1ccc(NC(=S)N2CCC(C(=O)c3ccc(F)cc3)CC2)cc1,-2.3
N=C(N)SCc1cn(-c2ccccc2)nc1-c1ccc(Br)cc1,-5.8
CCOc1cc2nc3c4ccccc4n(C)c3nc2cc1OCC,-1.0
Nc1nnnn1/N=C/c1cc(Br)ccc1O,12*
c1ccc(CNc2ccc(N3CCOCC3)cc2)cc1,0.7
O=C1Nc2ccccc2O/C1=C\c1ccccc1Br,-0.6
CC(=O)Nc1ccc(S(=O)(=O)NCCC(=O)NNC(=O)c2ccncc2)cc1,-0.1
Cc1cccc(S(=O)(=O)c2c(N)n(/N=C/c3ccccc3)c3nc4ccccc4nc23)c1,0.6
CCOc1ccc(NC(=O)Cc2ccc(S(=O)(=O)N3CCOCC3)s2)cc1OCC,-1.6
CCOc1ccc(-n2cccc2C=O)cc1,5.0
CCC(C)N(C(=O)CSc1nncn1C)C1CCS(=O)(=O)C1 (stereo not drawn),1.3
CCOC(=O)N1N=C(c2ccc(C)cc2)CC1(O)C(F)(F)F (stereo not drawn),0.5
Cc1cc2nc(SCCOC(=O)Nc3ccc(Cl)cc3)nc(C)c2cc1C,2.5
C=CCn1c(SCc2ccc(C(=O)O)cc2)nc2sc(C)c(C)c2c1=O,2.1
COc1ccccc1Nc1cc(C(=O)NCCCN2CCOCC2)c2ccccc2n1,4.3
Cc1cc(=O)oc2cc(NC(=S)NCc3ccccn3)ccc12,0.3
Cc1cc(Oc2ccc(C)c(Cl)c2)nc(SCC(=O)c2ccccc2)n1,1.5
COc1ccccc1OCCCC(=O)Nc1ccc([N+](=O)[O-])cc1Br,1.9
CC(C)(C)c1ccc(OCCOc2ccc(C(C)(C)C)cc2NC=O)c(NC=O)c1,-2.1
COc1cccc2sc(N(CCCN(C)C)C(=O)COc3ccc(Cl)cc3)nc12,0.2
CCOC(=O)[C@H]1[C@H]2COc3ccc(OC)cc3[C@@H]2N2C(=O)CN(C)C(=O)[C@@]12C,6.4
CC(Sc1nnc2ccccn12)C(=O)Nc1ccc(N2CCOCC2)cc1 (stereo not drawn),1.9
Cc1ccc(S(=O)(=O)CC(=O)c2ccccc2[N+](=O)[O-])cc1,-0.7
CCCCN(C(=O)COC(=O)c1sccc1C)c1c(N)n(CCC)c(=O)[nH]c1=O,0.6
Cc1[nH]c2ccc(F)cc2c1CCN(Cc1ccncc1)C(=S)Nc1cccc(F)c1,-2.5
C/C=C\C(=O)Nc1cccc(C2=NOC3(C2)C[C@@H](C(N)=O)N(C(=O)c2ccccc2)C3)c1 (stereo partly drawn),-1.3
C=CC(COCc1ccccc1)N(C(=O)OC(C)(C)C)S(=O)(=O)c1ccccc1Br (stereo not drawn),5.2
Cc1ccc(N2C(=O)CN(Cc3ccccc3)C2=S)cc1C,3.4
O=C(NCCc1ccccc1)OCc1cn(-c2ccc(F)c(F)c2)nn1,-0.3
CCC(=O)Nc1ccc2c(c1)nc(CCN1CCN(c3ccccc3)CC1)n2C,-0.1
COc1ccc2nc(NCc3cccnc3)sc2c1,1.0
COc1ccccc1Cn1c(=O)[nH]c2cccnc21,2.1
O=c1c2ccccc2nc2n1C(CSc1ccccc1)CS2 (stereo not drawn),5.8
CSCC[C@H](NC(=O)N1C[C@H]2C[C@@H](C1)c1cccc(=O)n1C2)C(=O)Nc1ccc(NC(C)=O)cc1,1.2
COCc1ccc(CN2CCC(n3nccc3NC(=O)c3ccc4c(c3)OCO4)CC2)o1,3.1
O=C(Nc1nnc([C@@H]2C[C@H](O)[C@@H](CO)O2)s1)Nc1ccccc1F,-0.3
COc1ccccc1Cc1c(-c2ccccc2)nc2ccc(Br)cn12,-0.8
O=c1cc(N2CCc3ccccc32)[nH]c(=O)n1-c1ccc(Cl)cc1,-3.4

# Ordered by the number under TTR transcr act (smallest number first): 6 from the list above
SMILES	TTR transcr act
O=C(Nc1nnc([C@@H]2C[C@H](O)[C@@H](CO)O2)s1)Nc1ccccc1F	-0.3
COc1ccc2nc(NCc3cccnc3)sc2c1	1.0
CSCC[C@H](NC(=O)N1C[C@H]2C[C@@H](C1)c1cccc(=O)n1C2)C(=O)Nc1ccc(NC(C)=O)cc1	1.2
COc1ccccc1Cn1c(=O)[nH]c2cccnc21	2.1
Cc1ccc(N2C(=O)CN(Cc3ccccc3)C2=S)cc1C	3.4
O=c1c2ccccc2nc2n1C(CSc1ccccc1)CS2 (stereo not drawn)	5.8

# Remaining list, next part
SMILES,TTR transcr act
COc1ccc(-c2nnc(SCC(=O)Oc3ccc(C)cc3)o2)cc1,-0.6
O=C(NCCc1ccccc1)[C@@H]1CC=C[C@@H]2CCN(Cc3ccccc3)C(=O)[C@@H]21,-2.3
CC(=O)N(C)c1ccc(NC(=O)/C=C/c2ccccc2Cl)cc1,-2.7
COC(=O)c1ccc(CSc2nnc(CS(=O)Cc3ccc(Br)cc3)n2-c2ccccc2)cc1 (stereo not drawn),-2.5
CSc1nc(-c2ccc(N(C)C)cc2)c(C#N)c(=O)n1C,-0.4
CN1CCN(S(=O)(=O)Cc2ccc(Cl)cc2)CC1,1.2
COCc1cc(=O)[nH]c(SCCS(=O)(=O)c2ccc(C)cc2)n1,1.2
O=C1N2CCCc3cccc(c32)C12Nc1ccccc1S2 (stereo not drawn),-3.5
Cc1cc(C)cc(NC(=O)N2CCC(c3nc4ccccc4o3)CC2)c1,-0.6
COc1ccccc1Oc1ccc(S(=O)(=O)NCc2ccccn2)cc1,-2.0
CCOc1cc(C2Nc3ccccc3C(=O)N2c2ccccc2)ccc1O (stereo not drawn),-1.9
CCOc1ccc(C(=O)N(Cc2ccc(OC)cc2)Cc2cc3cc(OC)ccc3[nH]c2=O)cc1,2.8
CCOC(=O)c1cnc2c(C#N)cnn2c1N,7.2
CCC(C)N(C(=O)COC(=O)CCc1c[nH]c2ccccc12)C1CCS(=O)(=O)C1 (stereo not drawn),1.4
COCCNC(=S)NNC(=O)CSCc1ccc(Cl)cc1Cl,-1.1
Cc1onc(-c2ccccc2)c1C(=O)NCc1ccc(F)cc1,-1.0
COC(=O)c1cc(NC(=O)C2CC(=O)NC(=NCc3ccc(OC)cc3)S2)cc(C(=O)OC)c1 (stereo not drawn),0.9
Cc1cc(NC(=O)c2ccc(Br)cc2)nc(C)n1,-2.0
COc1cc(CN2CCCN(C)CC2)cc([N+](=O)[O-])c1O,-0.5
COC(=O)c1ccc(OC(C)C(=O)c2ccc(C)cc2)cc1 (stereo not drawn),-0.7
CCOC(=O)c1sc(=S)n(C)c1NC(=O)c1cccc(Br)c1,1.9

# In the list so far, 6 have a cyano group.
SMILES,TTR transcr act
Cc1ccccc1NC(=O)c1c(C)[nH]c(=S)c(C#N)c1-c1ccc(Cl)cc1,-0.1
CC(C)CCNC(=O)NC(=O)COc1ccccc1C#N,0.6
COc1ccc(CNc2oc(COc3ccc(Cl)cc3)nc2C#N)cc1,3.9
C/C(NC1CCCC1)=C(/C#N)C(N)=O,0.4
CSc1nc(-c2ccc(N(C)C)cc2)c(C#N)c(=O)n1C,-0.4
CCOC(=O)c1cnc2c(C#N)cnn2c1N,7.2

# Screening results: PubChem, The Scripps Research Institute Molecular Screening Center
